# XiGFP reactiv: reactivates the inactive X chromosome in mouse fibroblasts; XiGFP mouse fibroblasts, % GFP-positive cells imaging, 3 d; cells co-treated with 5-aza-dC sensitizer; scaled so ellipticine positive control = 100%; activation, % at 7.58 µM; 360,000 compounds, 0.055% hits; AID 743238;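 active = mean normalized replicate activation at least 10% and every replicate at or above 10%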;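 also: 0% = median of on-plate neutral control wells and 100% = ellipticine 6 µM median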
#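 Assay system – SV40-immortalized XiGFP fibroblast cells, line 68-5-11 · Buffer or medium – DMEM supplemented with 5-aza-dC as sensitizing agent · Dosing – one concentration, pinned · Benchmarks – positive control ellipticine, 6 µM final · Times – 3 days compound exposure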
# FN deposition inh: fibronectin deposition inhibition; 350,000 compounds, 0.086% hits; inhibition, % at 12.6 µM; AH1F fibroblasts, Alexa488-fibronectin deposition fluorescence, overnight;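 active = mean inhibition across replicates of 30% or more, regardless of how many single replicates reach that level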;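 also: positive control wells lacked labelled fibronectin entirely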
#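 Measured by – fluorescence 485/525 nm · System – AH1F fibroblast monolayer, labelled fibronectin deposition · Amount – 10000 cells per well · Buffer or medium – serum-reduced DMEM (2% serum) · Doses – single dose, pinned · Also added – fluorescent fibronectin at 24 nM final · Schedule – 1 h cell attachment, overnight exposure to compound and label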
# RAD54 inh: blocks human RAD54 Holliday junction branch migration | Q92698 | FAM/BHQ fluorescence | inhibition, % at 10.4 µM | 360,000 compounds, 0.14% hits | AID 602329;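 active = mean normalized replicate activity at least 40 and at least half of replicates scoring 40 or more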;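 also: 0% = median of neutral control wells and 100% = median of positive control wells; inhibitors cause a drop in the FAM fluorescence signal; in these data hits start at about 50%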
# E-selectin induc: induces E-selectin expression in human endothelial cells; HUVEC E-selectin immunofluorescence imaging; normalized: neutral wells 0, TNF-alpha wells 100; activation, % at 7.58 µM; 260,000 compounds, 0.37% hits;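 active = mean E-selectin-positive cell signal at least 10% of the positive control, reached in at least 60% of replicates, without over 20% cell loss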;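 also: in these data hits start at about 27%; measured in HUVEC primary endothelial cells; signal is the percent of cells scored E-selectin positive by PE staining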
# Target sequence (P16581 whole entry, looked up): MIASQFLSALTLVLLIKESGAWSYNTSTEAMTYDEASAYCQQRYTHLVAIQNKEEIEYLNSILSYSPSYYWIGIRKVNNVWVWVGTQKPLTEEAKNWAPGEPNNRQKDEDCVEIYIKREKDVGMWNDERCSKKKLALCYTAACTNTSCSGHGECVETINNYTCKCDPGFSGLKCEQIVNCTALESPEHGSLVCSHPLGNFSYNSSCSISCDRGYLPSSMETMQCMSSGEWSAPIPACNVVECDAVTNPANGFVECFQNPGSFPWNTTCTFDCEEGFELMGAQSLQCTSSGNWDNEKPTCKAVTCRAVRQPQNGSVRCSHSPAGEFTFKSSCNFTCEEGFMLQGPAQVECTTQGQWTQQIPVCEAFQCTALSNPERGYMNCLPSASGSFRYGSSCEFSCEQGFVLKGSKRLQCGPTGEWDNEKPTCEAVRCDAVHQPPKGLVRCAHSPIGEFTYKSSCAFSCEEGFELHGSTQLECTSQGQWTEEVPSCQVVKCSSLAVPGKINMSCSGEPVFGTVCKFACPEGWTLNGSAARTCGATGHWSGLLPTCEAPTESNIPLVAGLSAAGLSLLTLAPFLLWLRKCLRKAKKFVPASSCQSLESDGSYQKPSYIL
#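 System: HUVEC / Compound: single concentration / Signal: immunofluorescence imaging / Read-out: percent E-selectin-positive cells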
# S100A4 MyoIIA: inhibitors of human S100A4 binding to myosin IIA peptide; S100A4/TAMRA-MyoIIA peptide fluorescence polarization; inhibition, % at 10.7 µM; 360,000 compounds, 0.14% hits; AID 652163;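 active = mean inhibition of at least 70% across replicates, with every replicate also reaching that level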
#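 Test system – S100A4 monomer (human) · Compound – single-point compound testing · Schedule – 5 min incubation before reading · Probe or stimulus – TAMRA-labelled myosin IIA heavy-chain peptide probe, 5 nM · Benchmarks – neutral control DMSO, positive control TFP · Medium – Calcium-containing HEPES buffer, pH 7.2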
# EWS-Fli block: inhibitors of EWS/Fli oncoprotein transcriptional activity. A673 NR0B1-luciferase reporter, viability-normalised. inhibition, % at 12.6 µM. 350,000 compounds, 0.67% hits;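 active = mean inhibition of at least 50% after viability correction, with every replicate also passing that limit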;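 also: firefly luciferase signal divided by Alamar Blue viability fluorescence both relative to DMSO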
# esBAF inh: inhibitors of esBAF chromatin remodeling in mouse ES cells. 350,000 compounds, 2% hits. reporter increase, % at 12.5 µM. Bmi1-luciferase knock-in reporter, 24 h; 100% = twice the neutral-well signal; in the data active = activation above about 40%;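 also: 0% = median of the plate's neutral control wells and 100% = double that signal; a rise in the Bmi1 reporter signal indicates esBAF inhibition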
# RAD52 inh: RAD52 (human) annealing inhibition; P43351; recombinant RAD52 DNA annealing, FRET fluorescence; inhibition, % at 18.7 µM; 360,000 compounds, 0.46% hits;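 active = every replicate showing at least 50% inhibition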
# Target sequence (P43351 whole entry, looked up): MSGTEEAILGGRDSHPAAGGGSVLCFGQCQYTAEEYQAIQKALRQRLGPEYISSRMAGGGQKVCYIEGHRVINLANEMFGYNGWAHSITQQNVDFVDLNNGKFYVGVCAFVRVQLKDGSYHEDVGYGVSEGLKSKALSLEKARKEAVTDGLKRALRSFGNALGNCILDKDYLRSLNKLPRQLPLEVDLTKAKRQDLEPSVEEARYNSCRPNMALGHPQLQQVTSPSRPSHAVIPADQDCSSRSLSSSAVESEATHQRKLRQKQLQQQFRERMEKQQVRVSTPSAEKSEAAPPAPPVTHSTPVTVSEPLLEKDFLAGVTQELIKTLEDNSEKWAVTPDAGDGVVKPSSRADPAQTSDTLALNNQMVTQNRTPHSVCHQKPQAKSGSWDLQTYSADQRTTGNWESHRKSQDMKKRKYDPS
# Numbers without * were called inactive; . = no result given; & = joins results of further samples. Rows were taken by chance; about 3% have a hit in one of these screens.
# Start of the listing, in advance:
SMILES,XiGFP reactiv,FN deposition inh,RAD54 inh,E-selectin induc,S100A4 MyoIIA,EWS-Fli block,esBAF inh,RAD52 inh
COc1ccc(S(=O)(=O)N(C)C[C@H]2Oc3ccc(NC(=O)Nc4ccc(F)cc4)cc3CC(=O)N([C@H](C)CO)C[C@@H]2C)cc1,0.0,.,4,0.0,.,-5,2,.
CCn1c2ccc(C)cc2c2nnc(SCCN3CCCCC3)nc21,0.0,-12,23,.,7,11,9,18
Cc1ccc2c(c1)N(Cc1cccc(Cl)c1)C(=O)c1cccnc1O2,-0.1,8,.,.,2,2,.,-6

# The listing, previewed entries included:
SMILES,XiGFP reactiv,FN deposition inh,RAD54 inh,E-selectin induc,S100A4 MyoIIA,EWS-Fli block,esBAF inh,RAD52 inh
COc1ccc(S(=O)(=O)N(C)C[C@H]2Oc3ccc(NC(=O)Nc4ccc(F)cc4)cc3CC(=O)N([C@H](C)CO)C[C@@H]2C)cc1,0.0,.,4,0.0,.,-5,2,.
CCn1c2ccc(C)cc2c2nnc(SCCN3CCCCC3)nc21,0.0,-12,23,.,7,11,9,18
Cc1ccc2c(c1)N(Cc1cccc(Cl)c1)C(=O)c1cccnc1O2,-0.1,8,.,.,2,2,.,-6
CS(=O)(=O)N1CCc2nc(-c3ccccc3)sc2C1,0.3,-1,17,-0.1,1,-69,28,-17
NC(=S)NC1CC2C=CC1C2 (stereo unspecified),0.0,-3,8,0.0,-2,42,3,8
COc1cc(C2/C(=C(/O)c3ccc(OCC(C)C)cc3)C(=O)C(=O)N2CCN(C)C)ccc1O (stereo unspecified),.,.,-1,.,-1,4,-3,-1
CCCCOc1ccc(C2C(C(=O)c3ccc(C)o3)=C(O)C(=O)N2Cc2ccco2)cc1 (stereo unspecified),0.0,-19,6,0.0,-2,.,2,-27
O=S1(=O)CCOC[C@H](Cc2ccccc2)N1Cc1cccc(Cl)c1,0.1,-1,8,0.0,-3,-1,-8,-7
O=C(NCc1ccc(F)cc1)c1cccc2c1C(=O)c1ccc(N3CCC(N4CCCCC4)CC3)cc1S2(=O)=O,0.2,2,-79,0.2,2,-15,3,-375
CCCCN(C)CCNC(=O)C(=O)c1c(C)[nH]c2ccccc12,-0.1,.,.,.,1,-1,.,-7
CCOC(=O)NN1C(=O)c2ccccc2NC1c1ccc(OC)c(OC)c1 (stereo unspecified),0.4,-1,-2,3.4,-6,-3,-2,-7
CCOC(=O)CC(NC(=O)Cc1cccs1)c1ccccc1Cl (stereo unspecified),0.1,-2,-4,-0.2,0,15,2,-13
COC1C(O)C(O)C(O)C(O)C1O (stereo unspecified),.,.,-5,.,1,1,-7,-7
COc1ccc(-c2cnc3c(c2)C(=O)N([C@H](C)CO)C[C@H](C)[C@H](CN(C)C(=O)Cc2ccncc2)O3)cc1,-0.3,.,-4,-0.2,2,0,-6,-2
O=C(N/N=C/C=C\c1ccccc1[N+](=O)[O-])c1ccco1,0.0,-4,.,.,2,-8,.,-4
CCOC(=O)[C@H]1[C@H]2COc3ccc(C)cc3[C@@H]2N2C(=O)c3cc(Cl)ccc3NC(=O)[C@@]12C,-0.2,-4,-13,-0.1,-4,-9,-5,-1
O=C(CSc1nnc(-c2ccccc2)n1Cc1ccco1)Nc1ccc(S(=O)(=O)N2CCCC2)cc1,.,.,-7,.,-5,14,3,-12
CCCc1ncc(CN2CCC(C(=O)Nc3cccc(-c4cscn4)c3)CC2)cn1,0.2,7,-2,.,-19,13,0,-21
O=C(Nc1cc(F)ccc1F)N1CCCCN2[C@H](CO)[C@@H](c3ccc(-c4ccccc4)cc3)[C@H]2C1,0.2,.,-10,-0.6,7,.,.,-5
CC1CN(C(=O)c2cccc(COc3ccc(Br)cc3)c2)CC(C)O1 (stereo unspecified),0.7,6,.,-0.6,-4,-30,.,-7
C[C@H](O)[C@@H]1CN2CCc3c([nH]c4ccccc34)[C@@H]2C[C@@H]1N(C)C(=O)OCc1ccccc1,0.2,4,-8,1.3,-6,-8,9,-36
CCC(=O)N[C@H]1C=C[C@H](CC(=O)NCc2ccccc2F)O[C@H]1CO,0.4,.,3,-0.1,4,-3,-2,-3
Cc1ccc(-c2ccc([C@@H]3[C@@H](CO)N4C(=O)CN(C(=O)NC(C)C)C[C@H]34)cc2)cc1,0.0,-7,.,0.6,18,-7,.,-1
CCOC(=O)c1c(C)[nH]c(C(=O)/C(C#N)=C/c2ccc(OC)c(OC)c2)c1C,0.1,2,-3,.,-7,9,.,-44
COc1cc(C2/C(=C(\O)c3ccc4c(c3)CC(C)O4)C(=O)C(=O)N2CCCn2ccnc2)cc(OC)c1OC (stereo unspecified),0.0,-5,1,.,-4,5,0,-4
N/C(Cc1nc(-c2ccc(F)cc2)cs1)=N\O,0.0,-3,0,.,7,77*,.,-14
Cc1ccc2cccc(OCC(=O)NCc3ccco3)c2n1,.,-11,3,-2.2,.,.,-3,.
C[C@@H]1CN([C@H](C)CO)C(=O)Cc2cc(NC(=O)CCN3CCOCC3)ccc2O[C@H]1CN(C)CC1CCCCC1,0.0,.,-6,-0.2,-1,0,3,-5
C[C@H](CO)N1C[C@H](C)[C@H](CN(C)S(=O)(=O)c2cn(C)cn2)Oc2ccc(NS(=O)(=O)c3ccc(F)cc3)cc2C1=O,-1.0,.,.,-0.1,1,-6,-3,11
c1ccc(-c2csc(-c3ccc(-c4csnn4)cc3)n2)cc1,0.4,-11,.,-0.2,-4,-113,.,0
C[C@H](CO)N1C[C@H](C)[C@H](CN(C)C(=O)Nc2ccccc2)Oc2ncc(Br)cc2C1=O,-0.4,-2,-2&8,0.1,-3&-6,-8&-9,4&-2,12&0
CCOC(=O)c1cnc2c(C(F)(F)F)cccc2c1NCCCN1CCOCC1,-0.1,-11,11,.,1,5,3,-9
CC(C)CC(=O)Nc1c2c(nn1-c1cccc(Cl)c1)CS(=O)(=O)C2,0.3,-5,-1,-0.1,-3,2,3,-2
Cc1ccc(S(=O)(=O)NC(=O)C2(C)CCN2C(=O)c2cccc(F)c2)nc1 (stereo unspecified),0.0,7,13,0.1,0,10,6,-17
O=C(Nc1ccccn1)c1ccc2c(c1)S(=O)(=O)c1ccccc1C2=O,0.0,4,-10,-0.2,-4,-45,22,-10
CCC1Oc2ccc(C)cc2N(CC(=O)NCc2ccco2)C1=O (stereo unspecified),0.0,.,.,.,2,-2,.,-10
C[C@H](CO)N1C[C@H](C)[C@H](CN(C)CC2CC2)OCCCC[C@H](C)Oc2ccc(NC(=O)c3ccccc3)cc2C1=O,0.1,4,7,0.1,-2,.,-1,23
C[C@@H]1CN([C@H](C)CO)S(=O)(=O)c2ccc(-c3ccccc3)cc2O[C@H]1CN(C)Cc1ccncc1,0.0,0,-1,0.1,1,24,-8,8
O=C(N/N=C/c1cccc2ccccc12)c1n[nH]c2c1CCCC2,0.9,0,.,.,2,28,12,-9
c1ccc(Nc2nnc(-c3ccc4c(c3)OCO4)o2)cc1,0.2,-3,.,11,0,79*,.,-11
O=C(Nc1cc(Br)ccc1O)C1CC(c2ccccc2Cl)=NO1 (stereo unspecified),0.1,5,-14,-0.1,6,3,-9,-3
CCCNC(=O)c1cc(S(=O)(=O)N2CCc3ccccc32)ccc1F,.,.,2,.,-2,-3,7,-4
COc1cccc(Nc2ncnc3sccc23)c1,0.5,4,7,0.0,-2,-82,59*,-11
COc1ccc(C#Cc2ccc([C@@H]3[C@@H](CO)N4CCCCN(C(=O)Nc5cccc(F)c5)C[C@H]34)cc2)cc1,0.0,.,47,-0.7,.,14,-2,.
CCOc1ccc(N(CC(=O)Nc2ccc3c(c2)OCCO3)S(=O)(=O)c2c(C)noc2C)cc1,0.2,2,9,.,2,13,3,-10
Nc1cccnc1Sc1ccccc1,0.1,-10,-9,0.2,-10,-9,-3,-10
Cc1ccc(NC(=O)C2CCCN2S(=O)(=O)c2ccc(-c3ccc(=O)[nH]n3)s2)c(C)c1 (stereo unspecified),0.1,8,-2,.,-4,.,-1,-43
CCn1nc(C(=O)NNC(=O)c2ccc(OC(F)F)cc2)c2ccccc2c1=O,0.0,2,2,.,0,3,-5,2
O=C(COc1ccc([N+](=O)[O-])cc1)Nc1ccncc1,0.4,1,.,.,2,2,.,-10
C=CCNC(=O)COc1ccccc1C#N,1.3,-6,.,.,1,-12,.,-8
C[C@@H]1CN([C@H](C)CO)C(=O)c2cc(NC(=O)Nc3ccc4c(c3)OCO4)ccc2O[C@@H]1CN(C)CC1CCCCC1,0.1,.,-1,-3.4,27,-10,5,11
COc1cc(C(=O)NCCN2CCN(C(=O)c3cc(OC)c(OC)c(OC)c3)CC2)cc(OC)c1OC,-0.1,-3,-8,0.1,-5,4,-6,-11
Cc1nnc(SCC(=O)Nc2ccc(OC(F)F)c(Cl)c2)n(N)c1=O,0.4,-8,-3,0.0,-3,-2,-1,-9
COCC(=O)Nc1ccc2c(c1)OC[C@@H](C)NC[C@H](C)[C@@H](OC)CN(C)C2=O,0.5,-15,-2,0.0,-4,0,-6,-5
CC1(C)Cc2c(cnn2-c2ccc(F)cc2)C(NC(=O)CCCN2CCCCC2=O)C1 (stereo unspecified),0.0,7,2,.,-6,.,-1,-3
O=C(C[C@@H]1C[C@H]2c3cc(NC(=O)c4ccc5c(c4)OCO5)ccc3O[C@H]2[C@@H](CO)O1)NCc1cc(F)ccc1F,0.0,.,-7,-0.3,-17,-12,17,6
C[C@@H]1CN([C@H](C)CO)C(=O)c2cc(NC(=O)c3ccncc3)ccc2O[C@H]1CN(C)C(=O)Nc1ccc(F)cc1,-0.5,-5,13,5.5,-5,-7,1,11
COc1ccc(OC)c(C(c2c(O)nc(SC)[nH]c2=O)c2c(O)nc(SC)[nH]c2=O)c1,0.0,4,-3,0.8,6,8,-3,-6
CCN(CC)C(=O)[C@H]1C[C@H](CC(=O)NCCC2=CCCCC2)C(=O)N2CCc3c([nH]c4ccc(Cl)cc34)[C@]12C,0.0,-4,-2,0.3,-6,8,3,1
O=C(C[n+]1cc(-c2ccccc2)n2c1CCC2)Nc1nc(-c2ccccc2)cs1,0.4,-6,16,1.4,.,.,.,.

# More records follow:
SMILES,XiGFP reactiv,FN deposition inh,RAD54 inh,E-selectin induc,S100A4 MyoIIA,EWS-Fli block,esBAF inh,RAD52 inh
Clc1cccc(Cl)c1C1Nc2cccc3cccc(c23)N1,0.1,-12,-8,.,-2,13,-8,-26
CC1NC(C)(C)Cc2c1ccc1ccccc21 (stereo unspecified),0.0,-6,0,.,0,0,0,-10
COc1ccc(C(=O)Nc2ccc(C(F)(F)F)n(C)c2=O)cc1,0.0,8,.,.,0,-53,.,-7
COc1ccc(NC(=O)N(C)C[C@@H]2Oc3c(NC(=O)c4cnccn4)cccc3C(=O)N([C@@H](C)CO)C[C@H]2C)cc1,-0.2,.,12,.,-8,-3,2,-6

# Compound profiles (already shown). Values in the order: XiGFP reactiv | FN deposition inh | RAD54 inh | E-selectin induc | S100A4 MyoIIA | EWS-Fli block | esBAF inh | RAD52 inh
# `COc1ccc(NC(=O)N(C)C[C@@H]2Oc3c(NC(=O)c4cnccn4)cccc3C(=O)N([C@@H](C)CO)C[C@H]2C)cc1` in the list: -0.2 | . | 12 | . | -8 | -3 | 2 | -6
# `Clc1cccc(Cl)c1C1Nc2cccc3cccc(c23)N1` in the list: 0.1 | -12 | -8 | . | -2 | 13 | -8 | -26

# Screening data: PubChem, Broad Institute
